# Screens: PubChem, several laboratories
# FLuc inh counter: Photinus pyralis luciferase inhibition counter-screen. ATPLite firefly luciferase biochemical luminescence, 10 min. inhibition, % at 10 µM. 200,000 tested, 1.5% active. AID 1006;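 active = inhibition above about 50% when tested at 10 µM, limit read from the data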
# Target sequence (P08659 whole entry, looked up): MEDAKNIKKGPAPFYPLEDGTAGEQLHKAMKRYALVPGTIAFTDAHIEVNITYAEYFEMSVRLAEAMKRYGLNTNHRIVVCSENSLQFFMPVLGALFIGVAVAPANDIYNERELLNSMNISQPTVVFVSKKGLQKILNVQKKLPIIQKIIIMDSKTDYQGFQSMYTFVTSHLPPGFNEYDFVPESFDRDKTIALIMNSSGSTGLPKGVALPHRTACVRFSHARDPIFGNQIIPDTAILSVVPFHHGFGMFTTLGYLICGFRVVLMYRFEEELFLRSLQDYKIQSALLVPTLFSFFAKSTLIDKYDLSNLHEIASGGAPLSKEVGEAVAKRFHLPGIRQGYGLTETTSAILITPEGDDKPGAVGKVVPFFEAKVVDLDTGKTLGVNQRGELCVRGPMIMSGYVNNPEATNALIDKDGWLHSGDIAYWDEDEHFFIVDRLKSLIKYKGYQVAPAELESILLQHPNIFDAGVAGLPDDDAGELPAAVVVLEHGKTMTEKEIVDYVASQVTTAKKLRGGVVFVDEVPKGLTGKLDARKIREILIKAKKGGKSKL
# TNAP inh hi DEA: blocks human TNAP under high phosphate acceptor concentration | inhibition, % at 20 µM | 200,000 tested, 0.03% active | purified TNAP, CDP-star luminescence, 1 M DEA;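 active = over 50% inhibition of tissue-nonspecific alkaline phosphatase at 20 µM in the single-dose screen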;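 note: plate controls were DMSO wells for no effect and EDTA-quenched wells as full inhibition for full effect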
# Target sequence (P05186 whole entry, looked up): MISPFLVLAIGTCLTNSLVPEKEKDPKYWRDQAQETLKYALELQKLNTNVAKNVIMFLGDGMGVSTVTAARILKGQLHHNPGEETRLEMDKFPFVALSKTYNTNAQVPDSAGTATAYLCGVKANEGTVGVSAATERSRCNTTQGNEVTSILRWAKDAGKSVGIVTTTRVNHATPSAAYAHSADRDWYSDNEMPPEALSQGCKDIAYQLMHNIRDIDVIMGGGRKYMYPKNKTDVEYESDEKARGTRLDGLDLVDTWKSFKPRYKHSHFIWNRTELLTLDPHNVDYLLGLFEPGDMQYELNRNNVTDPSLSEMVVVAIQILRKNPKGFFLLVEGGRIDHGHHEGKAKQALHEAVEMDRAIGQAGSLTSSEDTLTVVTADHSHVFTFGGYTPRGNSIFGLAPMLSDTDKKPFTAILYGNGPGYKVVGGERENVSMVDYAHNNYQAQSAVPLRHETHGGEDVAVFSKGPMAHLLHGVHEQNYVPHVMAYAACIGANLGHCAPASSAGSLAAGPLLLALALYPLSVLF
# TNAP act hi DEA: TNAP (human) activation, high acceptor. purified TNAP, CDP-star luminescence, 1 M DEA, 30 min; active compounds read high; 0 = EDTA background, 1 = DMSO-only activity. AID 1136. P05186. 200,000 tested, under 10 active. activation factor at 20 µM;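 active = activation factor at least 2 at 20 µM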
#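 Test system – human TNAP · Doses – 20 µM single point · Incubation – 30 min, room temperature · Signal – luminescent substrate turnover signal · Read-out basis – activation factor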
# APP transl inh: APP translation inhibition | SH-SY5Y APP 5'UTR-luciferase reporter, luminescence | AID 1285 | 190,000 tested, 0.82% active | inhibition, % at 2 µM;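 active = inhibition above a set limit, derived from the sample mean plus 3 SD, cut at about 45% in these data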; note: values of inactives mirror those of a sister screen read the other way
# bIAP act: increases bovine intestinal alkaline phosphatase activity; 200,000 tested, 0.17% active; purified bovine IAP, CDP-star luminescence, 30 min; active compounds read high; fold of DMSO-control signal, blank-subtracted; activation factor at 20 µM;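 active = activation factor of 2 or more at 20 µM, a signal rise over negative controls twice the positive control's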
# FLuc stim CS: firefly luciferase counter-screen for stimulation assays; ATPlite luciferase biochemical, luminescence, 10 min; 0 = ATP-free wells, 1 = DMSO control; activation factor at 10 µM; 200,000 tested, under 10 active; P08659;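 active = luciferase activation factor, scaled between plate controls, of at least 2 with compound at 10 µM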
#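 assay system = Luciferase/luciferin detection reagent, cell-free biochemical luciferase assay | also added = ATP substrate | times = 10 min post-reagent at room temperature | measured by = luminescence from luciferase reaction | measure = luciferase activation, seen as luminescence increase over controls | benchmarks = low control with PBS replacing ATP, high control enzyme plus ATP without compound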
# TNAP inh no acc: inhibitors of human TNAP without phosphate acceptor. P05186. purified TNAP, CDP-star luminescence, 30 min. inhibition, % at 20 µM. 200,000 tested, 0.26% active;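 active = tissue-nonspecific alkaline phosphatase inhibition above about 50% at 20 µM in the single-dose screen, limit read from the data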;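 note: 0% = DMSO negative control and 100% = EDTA positive control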
# RAM network inh: blocks the yeast RAM network; AID 868; inhibition, % at 50 µM; S. cerevisiae dse1pr::URA3 reporter, 5-FOA growth OD615, 2 d; analog-sensitive cbk1-as2 kinase mutant strain; 190,000 tested, 1.8% active;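 active = inhibition above a set limit, 3 SD over mean compound inhibition, cut at about 8.4% in these data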;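 note: 0% = DMSO-only wells with no growth and 100% = 10 µM 1-NA-PP1 full growth; inhibition rescues growth on 5-FOA so higher OD means more RAM inhibition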
# bIAP inhibitor: blocks bovine intestinal alkaline phosphatase activity | purified bovine IAP, CDP-star luminescence, 30 min | inhibition, % at 20 µM | 190,000 tested, under 10 active;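 active = over 50% inhibition of intestinal alkaline phosphatase at 20 µM in the single-dose screen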
#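 Assay system: bovine IAP enzyme; medium: DEA buffer 100 mM, pH 9.8, with MgCl2 1.0 mM, ZnCl2 0.02 mM; doses: 20 µM single dose; incubation: enzyme reaction for 30 min at room temperature; detection: CDP-star luminescence signal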
# L major viab: Leishmania major promastigote growth inhibition | Leishmania major promastigotes, resazurin fluorescence viability | inhibition, % at 10 µM | 200,000 tested, 9% active | AID 1063; in the data active = inhibition above about 50%;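 note: promastigotes grown with compound for 44 hours at 28 °C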
# Active calls of the source: *; / = not tested or not shown. Hits appear at their usual frequency; any-hit rate near 13%.
SMILES,FLuc inh counter,TNAP inh hi DEA,TNAP act hi DEA,APP transl inh,bIAP act,FLuc stim CS,TNAP inh no acc,RAM network inh,bIAP inhibitor,L major viab
CC1CCCN(C(=O)CSc2nnc(-c3c[nH]c4ccccc34)o2)C1 (stereo not given),0,-8,1.1,-4,1.1,1,-15,2.5,-6,2
CCSCCc1nnc(NC(=O)Nc2cccc(C(F)(F)F)c2)s1,-3,-4,1,7,0.8,1,-12,4.0,19,5
O=S(=O)(/N=C(/NNS(=O)(=O)c1ccccc1)c1ccccc1)c1ccccc1,-10,-8,1.1,-14,1.2,1.1,-7,0.2,-21,-4
CCN(CC)CCCN(Cc1cc2cc3c(cc2[nH]c1=O)OCO3)C(=S)Nc1ccccc1OC,-8,-4,1,-4,1,1.1,-2,1.8,-2,-4
O=C(/C=C/c1ccccc1)CC(O)(c1ccccc1)C(F)(F)C(F)F (stereo not given),0,-3,1,5,0.6,1,-20,2.6,39,100*
CC(C)(C)SCCNC(=O)c1ccc(NS(C)(=O)=O)cc1,-5,-6,1.1,-22,0.9,1,-15,1.3,8,-5
CCC(C)OC(=O)C1=C(C)NC(=O)NC1c1ccc(F)cc1 (stereo not given),-7,-7,1.1,-7,0.9,1.1,-14,-0.7,11,7
CCSc1nnc(Nc2ccc(C)cc2)s1,26,1,1,-70,0.8,0.7,-2,0.8,16,-1
CCCCc1ccc(-c2ccc(Br)cc2O)nc1,42,-6,1.1,-29,0.8,0.6,-9,3.6,20,-5
CCOC(=O)c1nnn(-c2ccc([N+](=O)[O-])cc2[N+](=O)[O-])c1C,-5,4,1,17,1.1,1,6,0.4,-10,48
CC(O)COc1ccc(/C(=N/O)c2ccccc2)cc1 (stereo not given),3,-3,1,-2,0.9,1,-9,1.4,9,-6
Cc1ccc(S(=O)(=O)C(F)(F)F)cc1NC(=O)c1cccnc1,-6,-4,1,5,0.9,1.1,-16,2.9,7,9
Cc1cc(C)n2c(Br)c(CN3CCCC(C)C3)nc2n1 (stereo not given),-3,-3,1,-14,0.9,1,-7,2.2,6,-9
CCOc1ccc(N(CC(=O)NCC2CCCO2)C(=O)CCC(=O)Nc2nccs2)cc1 (stereo not given),-8,-8,1.1,-11,1,1.1,-11,0.1,2,-8
COc1ccc(NC(=O)CO/N=C2\CCCc3nonc32)cc1,-7,-1,1,-8,0.8,1.1,-19,-0.7,22,-4
Cn1cc(C(=O)c2ccc(Cl)cc2Cl)cc1C(=O)N/N=C(\N)COc1cccc(C(F)(F)F)c1,-6,-4,1,-18,1.1,1.1,-10,0.8,-12,-7
CCCOc1ccccc1-c1nc(SCCC(=O)O)n[nH]1,-2,-6,1.1,0,0.2,1,8,5.0,/,-8
Cc1ccc(Cn2ccc(C3CC3)n2)cc1,46,-5,1.1,-62,1,0.5,-10,-1.3,-3,-1
Cc1cccc(NC(=O)c2ccc(OCC(=O)NCc3ccccc3)cc2)c1C,-3,0,1,5,0.9,1,-19,2.3,14,-8
CCCSc1ncc(Cl)c(C(=O)Nc2ccc(S(=O)(=O)N3CC(C)OC(C)C3)cc2)n1 (stereo not given),-4,0,1,-3,1,1,-9,2.2,1,9
CCc1ccc(NC(=O)Cn2nc(C)c([N+](=O)[O-])c2C)cc1,-3,-2,1,-8,1.1,1,-23,1.2,-8,7
CN(C)S(=O)(=O)N1CCN(Cc2ccccc2)CC1,0,0,1,-2,1,1,-7,-0.9,-1,-4
NC(=O)C1(N2CCCCC2)CCN(Cc2nc3ccccc3c(=O)[nH]2)CC1,-5,-3,1,5,1.2,1.1,-2,1.6,-20,-5
COc1cc2cc(CN(CCCO)S(=O)(=O)c3ccccc3)c(=O)[nH]c2cc1OC,-6,-2,1,-17,1,1.1,-8,-0.6,0,-4
CC(NC(=O)CC1Nc2ccccc2NC1=O)c1ccccc1 (stereo not given),-6,0,1,-8,0.9,1.1,-8,0.8,12,-8
CN(C)c1nc2ccccc2n(C)c1=O,0,3,1,0,0.9,1,-2,-0.1,10,-11
CCOC(=O)N1CCN(C(=O)/C(=C/c2ccccc2OC)NC(=O)c2ccccc2)CC1,-3,-2,1,0,1,1,-8,1.1,1,15
CCC1(C)Cc2c(C#N)c(N)sc(=S)c2CO1 (stereo not given),-7,-8,1.1,-19,0.8,1.1,-3,1.1,18,0
COC(=O)C1=C(C)NC(C)=C(C(=O)OC)C1c1ccc(-c2cccc(Cl)c2Cl)o1,-6,-5,1.1,-14,0.9,1.1,-8,0.9,7,79*
CN(Cc1nc2ccccc2n1C)S(=O)(=O)c1ccc(Cl)cc1,-6,-1,1,4,0.9,1.1,-8,-0.3,9,-12
CC(NC(=O)COc1ccc([N+](=O)[O-])cc1)c1ccccc1 (stereo not given),-4,-5,1,-7,0.9,1,-6,-0.4,10,3
COc1ccc(N2C(=O)C(Cl)=C(N3CCN(Cc4ccccc4)CC3)C2=O)cc1,-5,3,1,-8,1,1,-8,0.2,-3,12
CCN(CC)S(=O)(=O)c1cccc(NC(=O)c2cc(=O)[nH]c3ccccc23)c1,-6,-1,1,-3,0.9,1.1,-11,5.7,7,-6
O=C(Nc1ccccc1)c1ccncc1,-6,-3,1,-14,1,1.1,-9,0.0,1,-1
O=C(O)C1CC=C(Cl)CC1C(=O)NCC1OCCc2ccccc21 (stereo not given),-4,-1,1,4,0.9,1,-9,0.0,8,-7
COc1cccc(-n2nc3c(=S)[nH]nc(C)c3c2C)c1,-8,-2,1,-5,0.8,1.1,-9,5.0,16,-3

# Another view of part of the listing above:
# Values run as follows: FLuc inh counter, TNAP inh hi DEA, TNAP act hi DEA, APP transl inh, bIAP act, FLuc stim CS, TNAP inh no acc, RAM network inh, bIAP inhibitor, L major viab
COC(=O)C1=C(C)NC(C)=C(C(=O)OC)C1c1ccc(-c2cccc(Cl)c2Cl)o1
    -6, -5, 1.1, -14, 0.9, 1.1, -8, 0.9, 7, 79*
CN(Cc1nc2ccccc2n1C)S(=O)(=O)c1ccc(Cl)cc1
    -6, -1, 1, 4, 0.9, 1.1, -8, -0.3, 9, -12
CC(NC(=O)COc1ccc([N+](=O)[O-])cc1)c1ccccc1 (stereo not given)
    -4, -5, 1, -7, 0.9, 1, -6, -0.4, 10, 3
COc1ccc(N2C(=O)C(Cl)=C(N3CCN(Cc4ccccc4)CC3)C2=O)cc1
    -5, 3, 1, -8, 1, 1, -8, 0.2, -3, 12
CCN(CC)S(=O)(=O)c1cccc(NC(=O)c2cc(=O)[nH]c3ccccc23)c1
    -6, -1, 1, -3, 0.9, 1.1, -11, 5.7, 7, -6

# (next part)
SMILES,FLuc inh counter,TNAP inh hi DEA,TNAP act hi DEA,APP transl inh,bIAP act,FLuc stim CS,TNAP inh no acc,RAM network inh,bIAP inhibitor,L major viab
CN(CCOc1ccc(Cl)cc1)C(=O)c1ccc(S(=O)(=O)N2CCOCC2)cc1,1,0,1,-15,1.1,1,0,2.5,-11,-5
CCCCOc1ccc(C(O)C(CN2CCCCC2)c2ccccc2)cc1 (stereo not given),-8,-5,1,4,0.9,1.1,-13,0.1,11,70*
COc1ccc(NC(=O)COc2ccccc2)c(OC)c1,27,-3,1,-23,0.9,0.7,-8,-0.9,13,-4
COc1cc(C2Nc3cc(Cl)c(S(N)(=O)=O)cc3S(=O)(=O)N2)ccc1OCc1ccccc1 (stereo not given),12,5,0.9,-43,0.3,0.9,46,1.7,/,4
Cn1cccc1C1NC(=O)c2c(sc3c2CCC(C(C)(C)C)C3)N1 (stereo not given),0,-7,1.1,0,1,1,-11,-0.5,4,4
N=C1C(=O)OCC1c1ccccc1NC(=O)CN1CCOCC1 (stereo not given),-9,-5,1,-8,1,1.1,-10,3.5,1,-7
CCOC(=O)c1cc2sccc2n1CC(=O)N1CCCc2ccccc21,0,-2,1,2,1,1,-7,1.5,3,92*
COc1ccc(S(=O)(=O)N2CCN(c3nc4ccccc4nc3-n3nc(C)cc3C)CC2)cc1,-10,-4,1,2,1,1.1,-3,-0.1,-1,28
O=C(N1CCN(CCO)CC1)N1c2ccccc2C=Cc2ccccc21,-4,1,1,-3,1,1,-12,-1.0,-1,7
O=C(CSc1n[nH]c(-c2cccnc2)n1)OC1CCCCC1,-8,-4,1,-19,1.1,1.1,2,1.9,-12,4
Cc1cc(NC(=O)CCC(=O)N(Cc2ccccc2)C2(C(=O)NC3CCCCC3)CCCC2)no1,-2,-1,1,-11,1.1,1,-1,3.5,-7,14
CCNC(=O)CC1S/C(=N/N=C(\C)c2ccccc2)NC1=O (stereo not given),-5,0,1,-12,0.9,1.1,-4,0.4,6,4
CCOC(=O)c1c(C)[nH]c(C(=O)N/N=C/c2ccc(Br)cc2)c1C,-4,4,1,95*,0.9,1,-4,-0.5,5,-4
Cc1cccc(N(C)S(=O)(=O)c2cccc3nsnc23)c1,-7,-3,1,4,0.8,1.1,-10,1.6,22,-2
Clc1ccc(C(c2ccccc2)N2CCNCC2)cc1 (stereo not given),-1,-7,1.1,0,0.9,1,-11,0.8,8,46
Cc1ccc(CN2C(=O)CCC2C(=O)NCCN(CC(C)C)CC(C)C)cc1 (stereo not given),-5,0,1,-4,1.1,1.1,-10,1.8,-13,1
CC1(C)CC(=O)CC(C)(C)N1OC(=O)c1ccccn1,-2,2,1,-20,1,1,-7,1.1,4,-8
Cc1nnc(Nc2ccc3c(c2)OCO3)c2ccccc12,10,-2,1,-38,0.7,0.9,-11,-0.9,33,15
CCOc1ccc(NC(=O)c2cc(SC)ccc2Cl)cc1,-3,0,1,-21,1.1,1,-11,1.7,-7,17
COc1ccc(/C(N)=N/OC(=O)Cc2ccc(OC)c(OC)c2)cc1,2,-1,1,4,0.9,1,-2,0.0,6,9
O=C(NC1CCCCC1)C(c1ccccn1)N(C(=O)c1csnn1)C1CCCCC1 (stereo not given),-4,-5,1,-43,1.1,1,-7,1.4,-6,-3
COc1nc(N)nc(N2CCOCC2)n1,-2,-1,1,-6,0.9,1,-11,1.3,15,-7
COC(=O)c1cc(-c2ccc(Br)cc2)on1,18,-7,1.1,-7,0.9,0.8,-15,0.9,14,-3
Nc1ccc(N(c2ccccc2)c2ccc(N)cc2)cc1,-6,0,1,-3,0.9,1.1,0,7.0,7,100*
CC(C)(C)c1ccc(-c2nnc(SCCC#N)n2C2CCCC2)cc1,-6,-4,1,-18,1,1.1,-9,7.9,2,5
Cc1cc(-n2c(C)cc(C(=O)COc3ccc4ccc(=O)oc4c3)c2C)no1,-1,1,1,3,0.9,1,-6,-0.1,9,17
[O-][n+]1onc2c3cc(-c4ccccc4)nnc3ccc21,-2,-3,1,0,1,1,-5,3.8,0,-4
CCC(=O)Nc1ccc(C(=O)CSc2nnc(-c3ccccc3F)n2C2CC2)cc1,-6,3,1,2,0.8,1.1,-12,1.0,17,1
COc1cccc(CC2(CO)CCN(Cc3ccc4cccc(F)c4n3)CC2)c1,-5,1,1,-6,0.9,1,0,2.0,7,80*
Oc1c(C=NCc2ccccc2)sc2ccccc12,19,0,1,-11,0.9,0.8,-6,-0.8,9,56*
